Yeast eIF2B – GCN4-lacZ reporter reduction in eIF2B-epsilon mutant yeast, primary screen, S. cerevisiae, eIF2B-epsilon R284H, Beta-Glo luminescence; inhibition, % at 25 µM (by protocol); 27,000 compounds, 0.91% hits; AID 688, 2007;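 active = mutant luminescence inhibited past about 50% while wild type luminescence and mutant growth stay under set limits, limit read from the data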; also: some compounds called inactive have numbers as strong as hits
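Material – yeast eIF2B-epsilon R284H mutant carrying GCN4–beta-galactosidase fusion · Medium – YPD yeast growth medium · Compound – one concentration, 25 µM, 0.25% DMSO · Times – 16 h at 30 °C exposure · Signal – Beta-Glo luminescence plus absorbance at 595 nm · Read-out – % inhibition of reporter signal and growth versus controls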
Yeast growth tox – yeast growth toxicity, wild-type and mutant, primary screen, cytotoxicity control for eIF2B function restoration project, wild-type and eIF2Bepsilon R284H mutant, A595 | S. cerevisiae wild-type growth, A595 turbidity, 16 h | growth inhibition, % at 25 µM (by protocol) | 30,000 compounds, 0.3% hits;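 active = mutant and wild-type yeast strains alike exhibit over 30% growth inhibition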;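 also: 0% = untreated cell controls and 100% = YPD media blanks without cells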
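Test system: Wild-type and eIF2Bepsilon-R284H mutant S. cerevisiae, screened separately | Dosing: Single 25 µM compound dose in 0.2% DMSO | Schedule: 16 h compound exposure during growth at 30 °C | Detection: A595 turbidity | Evaluation: Growth inhibition (%) versus cell controls and blanks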
Yeast growth tox inhibition % – recorded beside Yeast growth tox, whose call it bears; growth inhibition, %; S. cerevisiae eIF2Bepsilon-R284H mutant growth, A595 turbidity, 16 h;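 each compound tested once at 25 µM; 0% equals untreated cells and 100% equals cell-free medium blanks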
Yeast eIF2B mutant toxicity – recorded beside Yeast eIF2B, whose call it bears; growth inhibition, %; measured here: mutant yeast growth, toxicity;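 each compound tested once at 25 µM; zero equals untreated control growth and 100 equals blank medium absorbance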
* = called active by the depositor; . = no result given. The list is partial; count on the stated rates, not on these rows.

The line under a structure holds: Yeast eIF2B, Yeast eIF2B mutant toxicity, Yeast growth tox, Yeast growth tox inhibition %
c1ccc(OCCCc2nc(-c3ccccn3)no2)cc1
 : 33, -3, 17, -3
CCc1ccc(O)c(N=Cc2cccc(C)c2O)c1
 : 24, 16, 28, 16
COc1ccc(CN=CC2=C(O)CNC2=O)cc1OC
 : 12, -14, -31, -14
CC1=C(C(=O)OC(C)C)C(c2ccc(F)cc2)NC(=O)N1 (stereo not drawn)
 : -5, 18, 12, 18
O=C(COc1ccc(Cl)cc1)N1CCN(c2cccc(C(F)(F)F)c2)CC1
 : 3, 11, 3, 11
O=C(CSc1ncnc2nc[nH]c12)N1CCN(c2ccc(Cl)cc2)CC1
 : 40, -17, 3, -17
COC(=O)COc1ccc(S(=O)(=O)N2CCN(c3ccc(F)cc3)CC2)cc1
 : 17, 13, 14, 13
OCCOCCNc1ncnc2c1cnn2-c1ccccc1
 : 22, -18, 12, -18
CC1(C)Cc2c(sc3nc(SCC(=O)NCc4ccccc4)n(-c4ccccc4)c(=O)c23)CS1
 : -11, -12, -16, -12
CC(=O)Oc1ccccc1C1OCCN1C(C)=O (stereo not drawn)
 : 16, -10, 5, -10
CCCNC(=O)CSc1nnc(C)s1
 : ., ., 9, 11
CCOC(=O)C(C(=O)Nc1ccccc1)C1CCCCC1 (stereo not drawn)
 : -1, 11, 15, 11
COc1cc2[nH]c(=O)n(C3CCCCC3)c(=O)c2cc1OC
 : 20, 8, 20, 8
Cn1c(=O)c2c(nc(CN3CCOCC3)n2CCCc2ccccc2)n(C)c1=O
 : 22, 4, 3, 4
Cc1nn2c3c(cnc2c1-c1ccccc1)C(=O)CC(c1ccccc1)C3 (stereo not drawn)
 : 14, -6, -5, -6
O=C1C2C3C=CC(C3)C2C(=O)N1Cc1cccnc1 (stereo not drawn)
 : 5, 12, -3, 12
O=C(Nc1ccc(Cl)cc1)c1ccc2c(c1)OCO2
 : -15, 13, -7, 13
CCCc1[nH]nc2c1C(c1ccc(OC(=O)N3CCOCC3)c(OC)c1)C(C#N)=C(N)O2 (stereo not drawn)
 : 12, -7, 6, -7
Cc1ccc(N2CCN(CC(O)COC3CCCCC3)CC2)cc1 (stereo not drawn)
 : 41, 3, -1, 3
O=S(=O)(c1ccc(NC2CCCCC2)cc1)N1CCOCC1
 : -23, -31, -1, -31
CCCCCCOc1ccc(C(=O)n2cnc(N)n2)cc1
 : 22, 24, 17, 24
Cc1ccc(OCCN2CCCCCC2)c(C)c1
 : -2, 23, 33, 23
CCC(=O)Nc1ccc(N2CCCCC2)cc1
 : ., ., 5, 13
Cc1cccc(OCc2nnc(NC(=O)c3cccs3)s2)c1
 : -26, 5, 6, 5
Cc1cc(NC(=O)c2nn3cccnc3c2Cl)no1
 : ., ., 18, 13
CCc1nnc(NC(=O)CSc2nnc(CNc3ccc(F)cc3)n2C2CCCCC2)s1
 : 27, -17, -26, -17
Cc1c(Cc2ccccc2)c(=O)oc2cc(OCc3nn[nH]n3)ccc12
 : 15, 26, 1, 26
COc1ccc(C2C(C(=O)c3cc4cccc(OC)c4o3)=C(O)C(=O)N2CCCN(C)C)cc1OC (stereo not drawn)
 : 10, 9, 3, 9
CC(C)Cn1c(-c2ccccc2)nc(=S)c2c1CCCC2
 : ., ., -5, 0
COc1cc(-c2nc(-c3ccc4c(c3)-c3ccccc3S4(=O)=O)c(-c3ccccc3)[nH]2)cc(OC)c1O
 : ., ., -9, 10
Cc1ccc(C(=O)Nc2sc3c(c2C(=O)O)CCCCC3)o1
 : 85, -23, 7, -23
Nc1nnc(SCC(=O)Nc2ccc3c(c2)OCCO3)s1
 : ., ., 1, 8
CSc1nnc2c3c4c(sc3c(=O)n(-c3ccccc3)n12)CC(C)(C)OC4
 : 15, 4, 10, 4
O=C(Nc1ccc(S(=O)(=O)N2CCN(c3ccccc3)CC2)cc1)c1cccs1
 : 23, 6, 24, 6
CC(=O)NC(C)C(c1cccs1)N1CCN(c2ccccc2)CC1 (stereo not drawn)
 : 13, ., -15, 0
Cc1cccc(NC(=O)CSc2nnc(-c3cnccn3)n2Cc2ccco2)c1
 : ., ., -12, -4
CCOc1ccccc1NC(=S)NCc1ccco1
 : ., ., 4, 13
CCCCOC(=O)CSc1n[nH]c(=O)[nH]c1=O
 : 16, 10, 21, 10
CCC1(C)Cc2c(sc3nc(NC)n(C)c(=O)c23)CO1 (stereo not drawn)
 : -20, -20, 5, -20
C=CCn1c(SCC(=O)Nc2ccc3c(c2)OCO3)nnc1-c1ccccc1O
 : -14, -7, 3, -7
Cc1ccc(S(=O)(=O)N2CCOCC2)cc1C(=O)Nc1ccccn1
 : 28, ., ., .
C1CCN(Cc2nnnn2C2CCCC2)CC1
 : 13, -7, -13, -7
Cc1ccc2c(c1)c1c(n2CC(O)Cn2nc(C)c(Br)c2C)CCCC1 (stereo not drawn)
 : ., ., 12, 18
O=C1c2ccccc2C(=O)N1CCc1nc(-c2ccncc2)no1
 : 21, 25, 2, 25
CCOC(=O)C1CCN(S(=O)(=O)c2cnc[nH]2)CC1
 : 19, 26, 15, 26
CCOC(=O)N1CCN(C(=O)CCCn2c(=O)[nH]c3ccccc3c2=O)CC1
 : 36, -12, -2, -12
O=C(Nc1ccccc1)c1ccc(N2CCN(c3ccccc3)CC2)c(S(=O)(=O)N2CCOCC2)c1
 : 13, ., 20, 0
O=C(c1ccc(Cl)cc1Cl)N1CCC(c2nc3c(nnn3Cc3ccco3)c(=O)[nH]2)CC1
 : 15, 11, 1, 11
CC1CCN(C(=O)c2cc(F)c(F)cc2Cl)CC1
 : 12, -23, 6, -23
CC1(C)C(=O)OC(c2cccs2)C2(CCCCC2)C1=O (stereo not drawn)
 : 14, 8, -4, 8
CSc1nc(C)cc(C)c1C#N
 : ., ., 0, 3
Cc1cc(NCCCn2ccnc2)n2ncc(-c3ccc(Cl)cc3)c2n1
 : -20, -22, 8, -22
Nc1ccc(C23CC4CC(CC(O)(C4)C2)C3)cc1
 : 26, 5, -10, 5
Cc1cc(N(C)C)c(C#N)c(N2CCCCC2)n1
 : 14, 19, 19, 19
CCn1c(=O)cc(OCC(=O)Nc2ccc3c(c2)OCCO3)c2ccccc21
 : -9, -29, 3, -29
CS(=O)(=O)N1CCCC(C(=O)NCc2ccc(F)cc2)C1 (stereo not drawn)
 : 13, 2, 13, 2
N/C(=N/O)c1nc(N2CCCCC2)nc(N2CCCCC2)n1
 : 18, 18, 7, 18
c1ccc(-n2ncc3c(NCCN4CCOCC4)ncnc32)cc1
 : 22, ., 9, 0
Cc1ccc(S(=O)(=O)N2CCSC2c2ccco2)cc1 (stereo not drawn)
 : 23, -14, 31, -14
CCCNC(=O)c1ccccc1NC(=O)Nc1ccccc1C
 : ., ., 31, 16

New compounds follow
The line under a structure holds: Yeast eIF2B, Yeast eIF2B mutant toxicity, Yeast growth tox, Yeast growth tox inhibition %
NC(=O)C1CCN(CCC(=O)Nc2ccc3c(c2)CCC3)CC1
 : ., ., 11, -3
COc1cccc(C(=O)Nc2cccc(SC)c2)c1
 : 41, -9, 17, -9
COCCn1c(COc2cccc(OC)c2)nnc1SCC(=O)N1CCOCC1
 : 33, -7, -4, -7
CS(=O)(=O)N(CC(=O)N1CCOCC1)Cc1ccc(Cl)cc1
 : 4, 3, -5, 3
O=C1c2ccccc2NC(c2ccc(O)cc2)N1Cc1ccco1 (stereo not drawn)
 : 14, -3, 11, -3
CC(C)Cc1nnc(NS(=O)(=O)Cc2ccccc2)s1
 : ., ., 0, 3
O=C(Nc1cc(C(F)(F)F)ccc1N1CCOCC1)c1c(F)c(F)c(F)c(F)c1F
 : -1, 4, 0, 4
CCOC(=O)c1ccc(NC(=O)CN2C(=O)CCC2=O)cc1
 : ., ., -3, -13
CC(=O)Nc1ccc(S(=O)(=O)N2CCN(C3CCCCCCC3)CC2)cc1
 : -10, 9, -1, 9
CCN(CC)C(=O)CSc1ncnc2c1cnn2Cc1ccccc1
 : 22, -17, 1, -17
O=C(CCn1cccc1)Nc1cccc(F)c1
 : 12, 3, -3, 3
Cc1nnc(SCC(=O)NCc2ccccc2)[nH]c1=O
 : 22, 14, 7, 14
O=C(Nc1ccccc1N1CCN(c2ccc(F)cc2)CC1)C1CCCCC1
 : 26, ., 4, 0
Cc1ccc2c(c1)cc(CN(Cc1ccco1)S(=O)(=O)c1ccccc1)c1nnnn12
 : -10, 7, 1, 7
Cc1cc2ncc(C(=O)Nc3ccccc3)c(C)n2n1
 : 52*, ., 4, 16
CN1C(c2ccc(F)cc2)=CS/C1=C(\C#N)c1nnc2n1-c1ccccc1SC2
 : 14, -14, 4, -14
CC1CCN(CCCNC(=O)c2coc3nc4ccccc4nc23)CC1
 : 7, 21, 33, 21
COc1ccccc1N1Cc2ccccc2C1
 : -43, -10, -3, -10
CCN1C(=O)CC(N2CCN(C(c3ccccc3)c3ccccc3)CC2)C1=O (stereo not drawn)
 : -5, 39, 10, 39
O=C(O)CCC(=O)N1CCN(c2cccc(Cl)c2)CC1
 : 35, 11, -2, 11
O=S(=O)(NCC1OCCc2ccccc21)c1ccc(S(=O)(=O)N2CCOCC2)cc1 (stereo not drawn)
 : 12, -5, 10, -5
COc1ccccc1N1CCN(C(=O)C(NS(=O)(=O)c2cccs2)c2ccccc2)CC1 (stereo not drawn)
 : 43, ., -21, 0
Cc1ccc(S(=O)(=O)N2CCCC2C(=O)Nc2nccs2)cc1 (stereo not drawn)
 : 23, 5, 20, 5
COc1ccc(C(=O)Nc2ccccc2-c2nnn(CC(=O)NCc3ccco3)n2)cc1
 : -1, -42, -48, -42
COc1ccccc1N=C1SC(C)CN1C(=O)C1CCC1 (stereo not drawn)
 : 27, 5, 11, 5
O=C(c1c(F)cccc1F)N1CCC(O)(c2cccnc2)CC1
 : 19, -10, 0, -10
O=C(CN(c1ccc(F)cc1)S(=O)(=O)c1ccc2c(c1)OCCO2)NCC1CCCO1 (stereo not drawn)
 : 15, ., ., .

For reference, part of the list above.
The line under a structure holds: Yeast eIF2B, Yeast eIF2B mutant toxicity, Yeast growth tox, Yeast growth tox inhibition %
Cc1nnc(SCC(=O)NCc2ccccc2)[nH]c1=O
 : 22, 14, 7, 14
O=C(Nc1ccccc1N1CCN(c2ccc(F)cc2)CC1)C1CCCCC1
 : 26, ., 4, 0
Cc1ccc2c(c1)cc(CN(Cc1ccco1)S(=O)(=O)c1ccccc1)c1nnnn12
 : -10, 7, 1, 7
Cc1cc2ncc(C(=O)Nc3ccccc3)c(C)n2n1
 : 52*, ., 4, 16
CN1C(c2ccc(F)cc2)=CS/C1=C(\C#N)c1nnc2n1-c1ccccc1SC2
 : 14, -14, 4, -14
CC1CCN(CCCNC(=O)c2coc3nc4ccccc4nc23)CC1
 : 7, 21, 33, 21
COc1ccccc1N1Cc2ccccc2C1
 : -43, -10, -3, -10
CCN1C(=O)CC(N2CCN(C(c3ccccc3)c3ccccc3)CC2)C1=O (stereo not drawn)
 : -5, 39, 10, 39
O=C(O)CCC(=O)N1CCN(c2cccc(Cl)c2)CC1
 : 35, 11, -2, 11
O=S(=O)(NCC1OCCc2ccccc21)c1ccc(S(=O)(=O)N2CCOCC2)cc1 (stereo not drawn)
 : 12, -5, 10, -5
COc1ccccc1N1CCN(C(=O)C(NS(=O)(=O)c2cccs2)c2ccccc2)CC1 (stereo not drawn)
 : 43, ., -21, 0
Cc1ccc(S(=O)(=O)N2CCCC2C(=O)Nc2nccs2)cc1 (stereo not drawn)
 : 23, 5, 20, 5
COc1ccc(C(=O)Nc2ccccc2-c2nnn(CC(=O)NCc3ccco3)n2)cc1
 : -1, -42, -48, -42
COc1ccccc1N=C1SC(C)CN1C(=O)C1CCC1 (stereo not drawn)
 : 27, 5, 11, 5
O=C(c1c(F)cccc1F)N1CCC(O)(c2cccnc2)CC1
 : 19, -10, 0, -10
O=C(CN(c1ccc(F)cc1)S(=O)(=O)c1ccc2c(c1)OCCO2)NCC1CCCO1 (stereo not drawn)
 : 15, ., ., .

Bioassay records from PubChem.
